# STAT3 blocker = reduces IL-6 driven STAT3 reporter signal; 0.89% of 190,000 active; U3A cells, IL-6 STAT3-luciferase reporter, luminescence; host cell line lacks STAT1; inhibition, % at 5.5 µM; AID 862;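 active = inhibition above the mean inhibition across all screened compounds plus 3 SD, cut at about 44% in these data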;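 note: 0% = DMSO only wells and 100% = 100 µM nifuroxazide control wells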
# PPARg SRC1 recr = PPARgamma-driven SRC-1 recruitment agonism | 0.41% of 200,000 active | activation, % at 8 µM | AID 631 | PPARgamma-SRC-1 coactivator recruitment biochemical assay; in the data active = activation above about 19%;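 note: 0% = DMSO and 100% = reference agonist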
# PPARg SRC-2 ag = PPARgamma-driven SRC-2 recruitment agonism | P37231 | PPARgamma LBD-SRC-2 recruitment, biochemical | activation, % at 8 µM | 0.34% of 200,000 active | AID 1032; in the data active = activation above about 22%;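 note: 0% = vehicle and 100% = reference agonist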
# TNAP act hi DEA = TNAP (human) activation, high acceptor. P05186. AID 1136. purified TNAP, CDP-star luminescence, 1 M DEA, 30 min; hits give high values; 0 = EDTA background, 1 = DMSO-only activity. activation factor at 20 µM. 200,000 tested, under 10 active;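 active = activation factor at least 2 at 20 µM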
# Target sequence (P05186 whole entry, looked up): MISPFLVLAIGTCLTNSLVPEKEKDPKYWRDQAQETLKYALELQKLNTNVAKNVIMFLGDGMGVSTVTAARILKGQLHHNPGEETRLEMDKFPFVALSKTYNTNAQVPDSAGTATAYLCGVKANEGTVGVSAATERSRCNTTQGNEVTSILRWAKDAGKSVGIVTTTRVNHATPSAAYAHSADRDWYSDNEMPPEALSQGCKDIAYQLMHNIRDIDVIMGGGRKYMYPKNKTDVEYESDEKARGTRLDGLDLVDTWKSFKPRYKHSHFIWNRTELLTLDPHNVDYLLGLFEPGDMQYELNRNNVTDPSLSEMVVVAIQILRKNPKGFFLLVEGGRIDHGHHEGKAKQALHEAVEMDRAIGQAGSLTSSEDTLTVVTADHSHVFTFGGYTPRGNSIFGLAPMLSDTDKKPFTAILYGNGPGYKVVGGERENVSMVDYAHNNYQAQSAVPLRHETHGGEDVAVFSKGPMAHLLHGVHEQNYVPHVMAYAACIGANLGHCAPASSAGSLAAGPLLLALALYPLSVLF
#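 Control set: EDTA negative control, DMSO positive control / Assay system: human TNAP / Quantity: TNAP 1/800 final / Evaluation: TNAP activation factor scaled between EDTA and DMSO control wells / Measured by: luminescent substrate turnover signal / Compound dosing: one dose, 20 µM / Times: 30 min enzyme reaction at room temperature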
# PPARg SRC-3 ag = agonists of human PPARgamma SRC-3 coactivator recruitment; biochemical PPARgamma/SRC-3 coactivator recruitment assay; activation, % at 8 µM; 0.26% of 200,000 active; AID 731; in the data active = activation above about 23%;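 note: 0% = DMSO and 100% = reference agonist; some compounds past the cut are filed as inactive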
# TR-FRET SRC-2 ct = flags TR-FRET format artefacts in PPARgamma SRC-2 recruitment agonist screen; TR-FRET ratio at 8 µM; TR-FRET artefact counter-screen; hits give high values; 0.4% of 200,000 active; in the data active = TR-FRET ratio above about 2000; note: inactives centre near 1500
# bIAP inhibitor = intestinal alkaline phosphatase (bovine) inhibition; 190,000 tested, under 10 active; purified bovine IAP, CDP-star luminescence, 30 min; inhibition, % at 20 µM;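 active = over 50% inhibition of intestinal alkaline phosphatase at 20 µM in the single-dose screen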
#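 test system = bovine IAP enzyme | medium = DEA buffer 100 mM, pH 9.8, with MgCl2 1.0 mM, ZnCl2 0.02 mM | detection = luminescence | dosing = single compound dose of 20 µM, 2% DMSO final | incubation = 30 min reaction at room temperature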
# STAT1 inh = inhibitors of IFN-gamma induced STAT1 signaling; NIH 3T3 STAT1-luciferase reporter, luminescence; inhibition, % at 5.5 µM; 0.35% of 200,000 active; AID 920;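 active = inhibition above a set limit, the mean inhibition across all tested compounds plus 3 SD, cut at about 34% in these data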;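 note: 0% = IFN-gamma with DMSO and 100% = IFN-gamma with 300 µM nifuroxazide; values of inactives mirror those of a sister screen read the other way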
# STAT3 activator = activators of IL-6 induced STAT3 signaling. U3A cells, IL-6 STAT3-luciferase reporter, luminescence; 100% = signal with IL-6 EC80 alone. AID 871. activation (% of control), % at 5.6 µM. 0.91% of 190,000 active;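 active = activation above the screen-wide mean of compound activation plus 3 SD, cut at about 130% in these data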;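 note: 0% = background luminescence of wells with medium and substrate only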
#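 Detection: reporter luminescence signal / Assay system: STAT1-lacking human U3A cells, STAT3 luciferase reporter / Incubation: compound pre-incubation 1 h before IL-6, then 6 h stimulation at 37 °C / Control set: IL-6-only high control / Read-out: % activation relative to IL-6 control / Probe or stimulus: Interleukin-6, 33 ng/mL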
# bIAP act = increases bovine intestinal alkaline phosphatase activity | purified bovine IAP, CDP-star luminescence, 30 min; hits give high values; fold of DMSO-control signal, blank-subtracted | activation factor at 20 µM | 0.17% of 200,000 active;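 active = activation factor of 2 or more at 20 µM, a signal rise over negative controls twice the positive control's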
# ROMK primary = modulators of human ROMK potassium channel | P48048 | AID 1918 | Tet-inducible ROMK, thallium flux fluorescence; actives lie on both sides | 2% of 130,000 active | B-score at 10 µM;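 active = signal ratio slope over the read window, or its plate-corrected B-score, at least 3 SD from the plate mean, either direction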;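 note: B-score of the F/F0 ratio slope over 7 to 12 s after thallium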
# Target sequence (P48048 whole entry, looked up): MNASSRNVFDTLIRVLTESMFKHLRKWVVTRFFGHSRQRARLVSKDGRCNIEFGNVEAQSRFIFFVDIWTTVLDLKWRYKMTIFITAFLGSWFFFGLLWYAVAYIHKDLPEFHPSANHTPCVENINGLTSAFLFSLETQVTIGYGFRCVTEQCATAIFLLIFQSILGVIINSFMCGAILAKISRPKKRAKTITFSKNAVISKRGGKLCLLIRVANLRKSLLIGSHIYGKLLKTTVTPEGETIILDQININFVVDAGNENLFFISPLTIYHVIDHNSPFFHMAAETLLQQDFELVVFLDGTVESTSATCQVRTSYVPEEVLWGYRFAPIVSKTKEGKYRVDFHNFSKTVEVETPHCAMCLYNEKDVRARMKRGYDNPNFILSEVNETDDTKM
# Starred values were filed as active, the others as inactive; · = not tested or not shown.
smiles	PPARg SRC-2 ag	ROMK primary	TR-FRET SRC-2 ct	PPARg SRC1 recr	STAT3 activator	STAT3 blocker	bIAP inhibitor	TNAP act hi DEA	STAT1 inh	bIAP act	PPARg SRC-3 ag
CCn1c(C)[n+](Cc2ccccc2)c2ccc(Cl)cc21	2	0.63	1455	3	96	6	38	1.1	-3	0.6	0
Cc1nn(CCCC(=O)Nc2sc3c(c2C#N)CCC3)c(C)c1[N+](=O)[O-]	8	·	1664	6	100	5	3	1	13	1	3
CN1CCC(=NNC(=O)c2ccc(N(Cc3ccc(Cl)cc3)S(C)(=O)=O)cc2)CC1	9	·	1704	3	101	-3	7	1	3	0.9	5
O=C(O)c1cc(=O)cc(C(=O)O)[nH]1	-4	·	1376	2	108	-8	34	1	-12	0.7	-1
CC1N(C)c2cccc3cccc(c23)N1C	25*	-0.56	1457	13	100	4	-4	1	0	1	11
Cc1cnc(C(=O)NCC(c2ccccc2)c2ccccc2)cn1	6	-0.39	1687	-2	99	8	3	1	-2	1	-2
O=C(O)c1c2c(nc3ccccc13)CCCCC2	0	·	1495	-4	107	-13	-1	1	-7	1	0
CC(=O)Oc1ccc([N+](=O)[O-])cc1N1C(=O)c2ccccc2C1=O	1	2	1452	0	102	-4	-7	0.8	-8	1.1	-2
COC(=O)c1cc(=O)nc2sc3ccccc3n12	7	·	1521	3	97	14	19	1.1	4	0.8	-6
COc1cccc(Sc2cc(N3CCOCC3)nc(-c3ccccc3)n2)c1	2	-0.11	1396	-1	95	13	1	1	-7	1	-11
Cc1ccc(N2C(=O)CC(Cc3cc(C)cc(C)c3)C2=O)cc1 (stereo unspecified)	0	0.44	1589	1	92	12	0	1.1	-4	1	-1
COC(=O)C1(CCSC)NC(c2ccco2)C2C(=O)N(C)C(=O)C21 (stereo unspecified)	12	1.4	1496	4	104	-1	-6	1.1	-4	1.1	0
c1ccc(-n2ncc3c(N4CCC5(CC4)OCCO5)ncnc32)cc1	-1	-0.06	1407	0	100	5	0	1	-25	1	2
O=C(N=Nc1c(O)[nH]c2ccc([N+](=O)[O-])cc12)c1cc(-c2ccccc2Cl)nc2ccccc12	-9	·	1545	8	109	-12	18	1	-5	0.8	2
CC(C)CC(=O)NC(=S)NNC(=O)c1cccc([N+](=O)[O-])c1	-2	-0.054	1469	-2	102	-1	-60	1	14	1.6	-4
O=C(CN1C(=O)c2ccccc2S1(=O)=O)Nc1cccnc1	2	·	1358	-5	100	1	4	1	4	1	0
Cc1nn(Cc2ccccc2)c(Cl)c1/C=N/NC(=O)c1cccnc1	3	·	1452	-8	102	-2	-11	1	-7	1.1	2
Fc1cccc(CN2CCN(C(=S)NCCc3ccccc3)CC2)c1	2	-1.1	1340	-7	105	2	-2	1.1	4	1	5
CC1=CC=CC2=N/C(=N\S(=O)(=O)c3ccc(F)cc3F)c3ccccc3CN12	7	0.54	1587	7	106	1	14	1.1	-12	0.9	4
CN(C)C(=O)Cn1c(=O)n(C)c2ccccc21	1	·	1601	6	92	14	24	1.1	2	0.8	5
CCOCCCn1c(=S)[nH]c2ncccc2c1=O	8	·	1675	2	90	15	-12	1	1	1.1	0
Cc1cc(C)c(C)c(Oc2ncnc(N)c2[N+](=O)[O-])c1	3	0.2	1490	3	94	10	-16	1	8	1.2	-4
O=C(COc1ccc2ccccc2c1)N1CCN(c2ccccc2O)CC1	6	·	1598	8	97	8	12	1	-2	0.9	6
CC(=O)N1CCN(CC(=O)Nc2cc(S(=O)(=O)N3CCOCC3)ccc2C)CC1	2	-0.47	1638	15	111	-12	-16	1	-5	1.2	0
COc1ccc(Nc2nc(-c3cccs3)nc3ccccc23)cc1	-1	0.7	1744	5	92	13	3	1	-13	1	-3

# More results:
smiles	PPARg SRC-2 ag	ROMK primary	TR-FRET SRC-2 ct	PPARg SRC1 recr	STAT3 activator	STAT3 blocker	bIAP inhibitor	TNAP act hi DEA	STAT1 inh	bIAP act	PPARg SRC-3 ag
O=c1c2ccccc2c(C=NCCCN2CCOCC2)c(O)n1Cc1ccc2c(c1)OCO2	0	-0.37	1566	8	99	3	-6	1	-2	1.1	-1
O=C(COc1ccccc1)NCc1nnc2c3ccccc3c(-c3ccccc3)nn12	4	·	1612	4	113	-11	6	1	-3	0.9	-1
C1CCc2c(nc3nnnn3c2N2CCOCC2)C1	15	·	1673	19	101	5	2	1	10	1	2
CCNC(=S)Nc1ccc(Cl)cc1Cl	8	-1.1	1687	-1	84	22	14	1.1	1	0.9	-5
COc1ccc(S(=O)(=O)Cc2ccc(C(=O)NCCc3cc(OC)ccc3OC)o2)cc1	17	-1.4	1594	2	101	3	-2	1	8	1	7
COC(=O)CCC(=O)c1oc2ccc(OC)cc2c1N	1	·	1494	0	77	33	6	1	-12	0.9	9
CCOC(=O)c1c(-c2ccc(C)cc2)csc1NC(=S)NC(=O)c1ccccc1	8	·	1666	-3	78	29	42	1	-6	0.6	4
CN(C)c1nnnn1Cc1ccccc1	0	·	1605	4	99	5	1	1	-8	1	5
Cn1c(Cn2nnc3ccccc32)nnc1SCC(=O)c1ccccc1F	-2	0.75	1382	0	105	-9	7	1.1	-6	0.9	0
Cc1nc2sc(C(c3ccc(Cl)cc3)N3CCN(c4ccccc4F)CC3)c(O)n2n1 (stereo unspecified)	2	2.9	1475	10	108	-8	-25	1	-10	1.3	5
CCOC(=O)N1CCN(C(=O)c2ccc(OC)cc2)CC1	5	0.11	1524	-6	98	4	0	1	2	1	3
CCOC(=O)c1sc2ccc(S(=O)(=O)N3CC(C)CC(C)C3)cc2c1N (stereo unspecified)	1	0.024	1542	1	109	-1	-2	1	-2	1	5
Cn1c(=O)cc(OCCCC(=O)NCc2ccccn2)c2ccccc21	3	·	1468	-4	88	15	-6	1	-2	1.1	3
O=C(COC(=O)c1cccnc1)NC1CCCc2ccccc21 (stereo unspecified)	-12	-0.71	1342	6	103	5	-26	1	0	1.3	-2
CC[n+]1ccc2cc(OC)c(OC)cc2c1Cc1ccc(OC)c(OC)c1	12	-0.074	1730	9	92	15	6	1	-7	0.9	7
C=CCC1(C)C(=O)N(c2ccccc2)c2ccccc21 (stereo unspecified)	6	0.83	1575	13	97	3	18	1	17	0.8	-4
CCC(=O)N(Cc1ccco1)Cc1cc2cc3c(cc2[nH]c1=O)OCO3	9	-0.31	1601	0	101	6	0	1.1	2	1	-1
Cc1ccc(/C=N/NC(=O)c2ccc(Cn3cc([N+](=O)[O-])cn3)o2)cc1	3	-0.82	1420	2	106	-2	-35	1.1	-6	1.4	-4
Cc1nc(Cl)c(C(=O)NC(C)(C)C)c(C)c1Cl	-4	0.51	1697	-4	95	6	-38	1	-3	1.4	3
O=C(CCn1c(=O)oc2ccccc21)NCCCN1CCCC1=O	11	·	1743	6	104	-5	9	1.1	-6	0.9	3
O=C(O)c1cc(N2C(=O)C3CCCCC3C2=O)ccc1NCc1cccnc1 (stereo unspecified)	3	-0.43	1648	8	101	1	-8	1.1	4	1.1	5
CCOc1ccc(Cc2noc3c2C(=O)CCC3)cc1OCC	1	-0.0037	1659	7	102	3	2	1	-1	1	7
Cn1c(N2CCOCC2)c(/C=N/OC(=O)c2cccnc2Cl)c2ccccc21	8	-0.18	1638	8	130	-32	2	1	4	1	5
CCOC(=O)N1CCN(C(=O)Nc2cccc(Cl)c2)CC1	4	-0.8	1427	3	91	17	5	1	7	0.9	-1
CCC(NC(=O)NC1CCCCC1)c1ccccc1 (stereo unspecified)	6	-0.2	1875	2	97	14	-4	1.1	-3	1	1

# Compound profiles, as listed above. Order of screens: PPARg SRC-2 ag | ROMK primary | TR-FRET SRC-2 ct | PPARg SRC1 recr | STAT3 activator | STAT3 blocker | bIAP inhibitor | TNAP act hi DEA | STAT1 inh | bIAP act | PPARg SRC-3 ag
# CCOC(=O)N1CCN(C(=O)c2ccc(OC)cc2)CC1 is listed as 5 | 0.11 | 1524 | -6 | 98 | 4 | 0 | 1 | 2 | 1 | 3
# COc1ccc(S(=O)(=O)Cc2ccc(C(=O)NCCc3cc(OC)ccc3OC)o2)cc1 is listed as 17 | -1.4 | 1594 | 2 | 101 | 3 | -2 | 1 | 8 | 1 | 7
# CC[n+]1ccc2cc(OC)c(OC)cc2c1Cc1ccc(OC)c(OC)c1 is listed as 12 | -0.074 | 1730 | 9 | 92 | 15 | 6 | 1 | -7 | 0.9 | 7
# CCOC(=O)c1sc2ccc(S(=O)(=O)N3CC(C)CC(C)C3)cc2c1N (stereo unspecified) is listed as 1 | 0.024 | 1542 | 1 | 109 | -1 | -2 | 1 | -2 | 1 | 5

# The list continues:
smiles	PPARg SRC-2 ag	ROMK primary	TR-FRET SRC-2 ct	PPARg SRC1 recr	STAT3 activator	STAT3 blocker	bIAP inhibitor	TNAP act hi DEA	STAT1 inh	bIAP act	PPARg SRC-3 ag
CCOc1ccc(C2C(C#N)=C(N)Oc3nc[nH]c(=O)c32)cc1OC (stereo unspecified)	0	·	1483	2	100	4	-1	1.1	-1	1	13
CCn1cc(CNC(=O)c2cccc([N+](=O)[O-])c2)cn1	-8	0.0078	1351	1	101	1	-6	1	4	1.1	-3
COc1cc(C(=O)c2ccccc2)c(OC)cc1C(=O)Nc1ccc(O)cc1	4	-0.18	1408	-2	85	22	0	1	4	1	0
Cc1ccc2nc(CSc3nnc(-c4ccncc4)n3C)cc(=O)n2c1	-6	0.058	1532	-4	104	4	-12	1.1	-1	1.1	-5
CC(c1ccccc1)n1cc(C(=O)NCc2ccncc2)nn1 (stereo unspecified)	-1	0.37	1655	2	98	6	12	1	-4	0.9	2
CC(C)(C)N1CC(COc2ccccc2)OC1=O (stereo unspecified)	0	·	1460	-3	109	-6	5	1	-4	1	-2
O=C1c2ccccc2C(=O)N1CCOc1ccccc1	10	·	1664	3	138*	-44	·	·	-40	·	6
COc1ccc(CNC(=O)C2CC(c3cccc([N+](=O)[O-])c3)=NO2)cc1 (stereo unspecified)	11	·	1543	16	98	13	-2	1	-12	1	3
Nc1nonc1-c1noc(-c2ccccc2)n1	13	-0.7	1672	9	95	9	0	1	-14	1	2
O=C(c1cccc(Br)c1)N1CCN(C(=O)c2cccc(Br)c2)CC1	7	-1.2	1549	12	95	8	5	1	3	0.9	4
COc1ccc(CCC(=O)OC(C)C(=O)c2ccc(C)cc2)cc1 (stereo unspecified)	11	0.47	1771	6	93	15	12	1	0	0.9	2
Cc1cc(-c2ccccc2)nc2c(Br)c(=O)[nH]n12	1	0.2	1611	2	95	10	-6	1	-3	1.1	3
O=C(Nc1cccc(S(=O)(=O)N2CCCCC2)c1)c1ccc2ccccc2n1	4	-0.35	1406	-1	95	5	-2	1	-6	1	4
CS(=O)(=O)c1ccc2nc(NC(NC(=O)c3ccco3)(C(F)(F)F)C(F)(F)F)sc2c1	-3	·	1705	6	103	3	3	1	3	1	-1

# Screens (PubChem BioAssay)
